# Screens (PubChem)
# IkB sig inh = IkB Signaling. ABC-DLBCL IkBa-CBG/CBR dual luciferase ratio, 4 h; response scale: scaled: untreated 0%, proteasome inhibitor 100%. 110,000 compounds, 0.04% hits. AID 445, 2006. Potency, µM (series often up to 57.1 µM), without a hit: at the highest dose IkBa stabilization activation; active means well fitted curve in the direction sought with a large enough effect in the signal ratio, not every such curve was filed as active; inconclusive means small, poorly fitted or top-dose-only effect, or a change in a side signal; the % refers to the signal ratio;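 further: the direction sought is a rising ratio; 0% = basal untreated cells and 100% = reference inhibitor full response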
#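 Luminescence ratio of IκBα-fused green versus native red beetle luciferase in OCI-Ly3 cells, 4 h post-doxycycline with compound; red signal alone, scaled from basal (0%) to zero light (-100%), flagged nonspecific or cytotoxic effects.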
# p53ts 32C kill = qHTS Screen for Compounds that Selectively Target Cancer Cells with p53 Mutations: Cytotoxicity of p53ts Cells at the Permissive Temperature | H1299-p53A138V at 32C, ATP luminescence viability, 24 h | Potency, µM (series often up to 46.1 µM), for the others: at the highest dose activity change, negative = cytotoxicity, actives largely listed as cytotoxic | 130,000 compounds, 0.93% hits;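 further: 0% = DMSO and -100% = full killing by reference compound; nearly all actives have a fitted effect of over 55% in size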
#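 H1299-p53 A138V cells (temperature-sensitive p53) exposed 24 h to up to 46 uM compound at 32C, where p53 is wild-type in conformation. Viability read as ATP luminescence and normalised to DMSO and 100 uM tamoxifen. AC50 fitted with the Hill equation.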
# p53ts 39C kill = qHTS Screen for Compounds that Selectively Target Cancer Cells with p53 Mutations: Cytotoxicity of p53ts Cells at the Nonpermissive Temperature; H1299-p53A138V viability at 39C, ATP luminescence, 24 h; Potency, µM (top dose mostly 46.1 µM), without a hit: at the top dose activity change, negative = cell killing, actives largely listed as cytotoxic; 130,000 compounds, 1.5% hits; AID 902, 2007; further: nearly all actives have a fitted effect of over 55% in size
# Imprint erasure = qHTS Assay for Compounds that Induce Erasure of Genomic Imprints. mouse ES Peg3-LacZ reporter, beta-gal luminescence, 40 h. Potency, µM (series often up to 60.7 µM), for the others: at the top dose activity change, positive = activation, actives largely listed as activators. 110,000 compounds, 0.02% hits. AID 1948, 2009;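 further: 0% = negative control wells on the plate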
#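 Each well holds 300 Peg3LacZ-Neo (maternal) female ES cells incubated 40 h at 37C, 5% CO2. LacZ is measured by BetaGlo luminescence, with AC50 and maximum efficacy derived from dose-response curves.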
# Active calls of the source: *; ? = inconclusive; / = no result given; & = joins results of further samples; [ ] = another dose, or the depositor's remark. Unless noted, the call rests on the fitted dose curve; in most records, active means well fitted curve in the direction sought with a large enough effect; inconclusive means small, poorly fitted or top-dose-only effect, or another doubt; inactive means no such curve, though single readings can be large; an effect the other way counts as inactive or inconclusive. Unless noted, on the % scale 0 is the no-effect control and ±100 the full control effect; potency means the concentration at half of the fitted maximal effect.
SMILES | IkB sig inh | p53ts 32C kill | p53ts 39C kill | Imprint erasure
CC1CN(c2oc(COc3ccc(Cl)cc3Cl)nc2C#N)CC(C)O1 (stereo unspecified) | ? | -9% | 3% | -3%
CC(C)N(Cc1ccccc1)C(=O)COC(=O)c1ccc2c(c1)OCCO2 | 0.6% | 5% | -9% | -12%
Cc1ccc(S(=O)(=O)NCC(=O)OC2CCOC2=O)cc1 (stereo unspecified) | 0.0% | -6% | -9% | 1%
CC(C)(C)/C(O)=C(/C#N)c1nc2ccccc2[nH]1 | ? | -8% | -16% | -31%[inhibitor]
Cc1cc(C)n2cc(CSc3nc4cc(Cl)ccc4o3)nc2n1 | -0.1% | 11% | 12% | -13%
COc1ccc(-n2c(SCC(=O)Nc3ccc4c(c3)OCO4)nc3c([nH]c4ccccc43)c2=O)cc1 | -2.7% | 0% | -20% | -10%[10.9 µM]
CCOc1ccc(-c2nc(-c3ccccc3)no2)cc1OCC | 6.8% | -3% | -13% | -16%
COc1ccc2c(C)cc(=O)oc2c1 | / | -2% | 0% | 5%
COC(=O)c1oc2ccc(Br)cc2c1-n1cccc1 | 0.4% | -8% | -3% | 19%
CC1CCN(c2ccc(C(=O)NCc3cccs3)cn2)CC1 | 1.5% | -5% | -11% | -18%
Cc1ccc(P(=Nc2ccccc2)(N2CCOCC2)N2CCOCC2)o1 | 0.4% | 0% | -11% | ?
O=C(CN(C(=O)CCC(=O)Nc1nccs1)c1ccccc1F)NCC1CCCO1 (stereo unspecified) | 0.0% | 7% | 3% | 3%

# One compound at a time, from the list above. Order of screens: IkB sig inh, p53ts 32C kill, p53ts 39C kill, Imprint erasure
# Results for CC1CCN(c2ccc(C(=O)NCc3cccs3)cn2)CC1 : 1.5%, -5%, -11%, -18%
# Results for COC(=O)c1oc2ccc(Br)cc2c1-n1cccc1 : 0.4%, -8%, -3%, 19%
# Results for CC1CN(c2oc(COc3ccc(Cl)cc3Cl)nc2C#N)CC(C)O1 (stereo unspecified) : ?, -9%, 3%, -3%
# Results for O=C(CN(C(=O)CCC(=O)Nc1nccs1)c1ccccc1F)NCC1CCCO1 (stereo unspecified) : 0.0%, 7%, 3%, 3%
# Results for CC(C)(C)/C(O)=C(/C#N)c1nc2ccccc2[nH]1 : ?, -8%, -16%, -31%[inhibitor]

# Additional compounds follow.
SMILES | IkB sig inh | p53ts 32C kill | p53ts 39C kill | Imprint erasure
CCc1ccc(NC(=O)Cn2c(=O)n(-c3cc(OC)c(OC)c(OC)c3)c(=O)c3ccccc32)cc1 | 4.0% | 7% | 14% | 6%[10.9 µM]
CSc1ccc(CNC(=O)c2ccccc2NC(=O)c2nsc3ccccc23)cc1 | 0.8% | -13% | -22% | -6%[10.9 µM]
Cc1cc(C)n(-c2nc3c(c(=O)n(Cc4ccc(Cl)c(Cl)c4)c(=O)n3C)n2C)n1 | 1.2% | 11% | 5% | /
Cc1ccc(-n2c(=O)[nH]cc(C(=O)Nc3ccc4c(c3)OCCO4)c2=O)cc1C | 2.7% | 11% | -5% | -3%
Cc1cc2c(cc1NC(=O)c1ccccc1Cl)n(C)c(=O)c(=O)n2C | -0.6% | -9% | -13% | -12%[10.9 µM]
Cc1ccc(-c2onc(C)c2C)cc1S(=O)(=O)NC1CCCCC1 | 11% | 33%[activator] | -27% | -10%[10.9 µM]
Cc1ccccc1C(=O)NCC(c1cccnc1)N1CCc2ccccc21 (stereo unspecified) | ? | -15% | -13% | -9%[10.9 µM]
Cc1ccc(C(=O)CSc2ncnc3sc4c(c23)CCC(C)C4)cc1 (stereo unspecified) | / | -21% | 13% | /
COc1ccc(Cc2nc3ccccc3[nH]c2=O)cc1 | 0.2% | 7% | -16% | 20%[10.9 µM]
CN(C)S(=O)(=O)c1ccc(Nc2ccc(O)c3c2C(=O)c2c([N+](=O)[O-])ccc(O)c2C3=O)cc1 | 3.6%[11.4 µM] | -4%[9.22 µM] | -3%[9.22 µM] | ?
COC(=O)C1CCN(S(=O)(=O)Cc2ccccc2)CC1 | 1.1% | 1% | -6% | -8%
CCc1ccc(NS(=O)(=O)c2ccc(Cl)cc2OC)cc1 | / | 28% | 42%[activator] | /

# (continued)
SMILES | IkB sig inh | p53ts 32C kill | p53ts 39C kill | Imprint erasure
CCOC(=O)Cn1c(=O)oc2cc(S(=O)(=O)Nc3ccc(F)cc3)ccc21 | ? | 13% | 5% | -13%
COc1ccc(OC)c2[nH]c(=O)c(CCNC(=O)c3ccc(S(=O)(=O)N4CCCC4)cc3)cc12 | 0.6% | -7% | -17% | -16%
Cc1ccccc1NC(=O)Cc1nnc(SCC(=O)N2CCN(c3ccccc3)CC2)n1C | 3.3% | 9% | 5% | -8%
Cc1cc(C)c(NC(=O)CCS(=O)(=O)c2cc3c(cc2Cl)NC(=O)CO3)c(C)c1 | ? | 6% | 25% | -12%[10.9 µM]
CCCCN(CC)Cc1ccc(CNS(=O)(=O)c2cc3c(cc2Cl)NC(=O)CO3)o1 | -0.9% | 5% | 14% | 6%[10.9 µM]
c1ccc2[nH]c(NCCCN3CCOCC3)nc2c1 | -0.4% | -9% | -11% | -14%
O=C(O)C[C@H](Nc1ccccc1)C(=O)O | 0.6%[11.4 µM] | -2%[9.22 µM] | -22%[9.22 µM] | 3%[10.9 µM]
Cc1n[nH]c(=O)nc1N1CCN(c2ccccc2)CC1 | 0.4% | -3% | -1% | -89%[inhibitor]
O=C(Nc1ccccc1-c1ccccc1NC(=O)c1ccco1)c1ccco1 | / | -16% | 0% | /
CCOC(=O)c1sc(NC(=O)c2cccc(S(=O)(=O)N3CCN(C)CC3)c2)cc1C | 0.4% | 0% | -15% | -30%
Cc1ccc(CN2CCC(CNC(=O)c3cc4ccc5cccnc5c4[nH]3)CC2)cc1 | ? | ? | 13µM* | 11%[10.9 µM]
Cc1cccn2c(=O)c(/C=C(\C#N)c3nc4ccccc4s3)c(Oc3ccc(F)cc3)nc12 | ? | 6% | 23% | 3%[10.9 µM]

# (continued)
SMILES | IkB sig inh | p53ts 32C kill | p53ts 39C kill | Imprint erasure
COc1ccc(CC(=O)NCc2nc3cccnc3n2Cc2ccccc2)cc1 | -0.2% | -7% | -1% | -7%[10.9 µM]
COC(=O)Sc1nnc(-c2ccc(Br)cc2)o1 | 2.9% | 0% | -8% | -25%
O=C(Nc1ccc(S(=O)(=O)Nc2ncccn2)cc1)c1cccc(Cl)c1 | 0.6% | ? | 19% | -15%[10.9 µM]
CCc1cccc(N2C(=O)CS(=O)(=O)C23C(=O)N(Cc2ccc(F)cc2)c2ccc(C)cc23)c1 (stereo unspecified) | 3.5% | 11% | 18% | ?
CS(=O)(=O)N(Cc1ccccc1)c1ccc(C(=O)Nc2cccc(Cl)c2)cc1 | ? | 0% | -1% | -10%[10.9 µM]
Cc1nc2cnc(N(C)C)nc2n(C)c1=O | 0.1%[11.4 µM] | 9% | 7% | /
CC(=O)N1CC=CC1(CC(C)C)C(=O)O (stereo unspecified) | / | 10% | 1% | -4%
O=C1CC(=O)Nc2cc(S(=O)(=O)Nc3ccc(F)cc3Cl)ccc2N1 | -1.4% | 15% | -8% | -14%[10.9 µM]
CCOc1ccccc1NC(=O)C(C)Sc1cc(-c2ccccc2)nc(C)n1 (stereo unspecified) | ? | ? | -8% | -11%[10.9 µM]
CCOc1cc(C(=O)Nc2ccc(-c3nc4cc(C)ccc4o3)cc2)cc(OCC)c1OCC | ? | -4% | 20% | -1%[10.9 µM]
Cc1ccc(NC(=O)CSc2nc3ccc(NC(=O)c4cccs4)cc3s2)c(C)c1 | ? | -6% | -13% | -17%[10.9 µM]
CCOCCN1CCN(c2c3c(nc4cc(-c5ccc(F)cc5)nn24)CCC3)CC1 | ? | 12% | -2% | -2%

# (more compounds)
SMILES | IkB sig inh | p53ts 32C kill | p53ts 39C kill | Imprint erasure
O=C(/C=C/c1ccc(O)c(O)c1)OC(Cc1ccc(O)c(O)c1)C(=O)O (stereo unspecified) | / | 4%&0% | -4%&0% | 1%&2%
COc1ccccc1CN(Cc1ccco1)c1cnc(S(C)(=O)=O)nc1C(=O)Nc1ccccc1Cl | -0.3% | 4% | 3% | -13%[10.9 µM]
CN(C(=O)CSc1cn(CC(=O)N2CCCC2)c2ccccc12)c1ccccc1 | 1.2% | 8% | 24% | 25%[10.9 µM]
O=C(Cn1ncc2c(=O)oc3ccccc3c21)NCc1ccc(Cl)cc1 | ? | 3% | 10% | -8%[10.9 µM]
CC(C)OC(=O)c1c(NC(=O)C2c3ccccc3Oc3ccccc32)sc2c1CCCC2 | 2.8% | -10% | -15% | -8%[10.9 µM]
COCCn1c(=O)c(-c2cc(F)cc(F)c2)nc2cnc(Oc3cccc(Cl)c3)nc21 | 6.1%[11.4 µM] | -12% | -7% | /
CCOC(=O)c1nnn(-c2nonc2N)c1CSc1ccccn1 | 0.4% | -5% | 7% | -10%
Cc1ccc(N2C(=O)[C@@H]3C(c4ccc(F)cc4)=NO[C@@H]3C2=O)cc1 | 4.0% | -1% | 5% | 2%
COc1ccc(C(=O)N2CCC3(CCCN(c4ccccc4)C3)CC2)cc1 | 2.6%[11.4 µM] | 1% | -7% | /
CCCN1Cc2cccc(C(=O)NCCCOC(C)C)c2C1=O | -2.2% | -2% | 8% | -10%
COc1ccc(N2CCN(C(=O)CSc3ccccc3N)CC2)cc1 | 0.7% | -5% | 3% | -12%
O=C(Nc1ccc2c(c1)OCO2)C(c1ccc(Cl)cc1)N1CCC2(CC1)OCCO2 (stereo unspecified) | 0.4% | 1% | -7% | -3%

# Five consecutive compounds from above, for reference:
SMILES | IkB sig inh | p53ts 32C kill | p53ts 39C kill | Imprint erasure
Cc1ccc(N2C(=O)[C@@H]3C(c4ccc(F)cc4)=NO[C@@H]3C2=O)cc1 | 4.0% | -1% | 5% | 2%
COc1ccc(C(=O)N2CCC3(CCCN(c4ccccc4)C3)CC2)cc1 | 2.6%[11.4 µM] | 1% | -7% | /
CCCN1Cc2cccc(C(=O)NCCCOC(C)C)c2C1=O | -2.2% | -2% | 8% | -10%
COc1ccc(N2CCN(C(=O)CSc3ccccc3N)CC2)cc1 | 0.7% | -5% | 3% | -12%
O=C(Nc1ccc2c(c1)OCO2)C(c1ccc(Cl)cc1)N1CCC2(CC1)OCCO2 (stereo unspecified) | 0.4% | 1% | -7% | -3%

# The list continues:
SMILES | IkB sig inh | p53ts 32C kill | p53ts 39C kill | Imprint erasure
Cc1ccc(C2C=C(c3ccc4c(c3)OCO4)Nc3ncnn32)cc1 (stereo unspecified) | 2.1% | -2% | 5% | ?
O=C(CCN1c2ccccc2Sc2ccccc21)OCC(=O)N1CCN(C(=O)c2ccco2)CC1 | ? | -1% | -27% | -4%
O=C1NC2(CCCCC2)Cc2ccccc21 | -0.7% | -5% | 5% | -7%
c1ccc2sc(SCc3ccc(-c4nnco4)cc3)nc2c1 | 3.4% | -18% | -26% | -78%[inhibitor]
COc1cccc(-n2c(SCC(=O)Nc3cccc(C)c3)nc3c([nH]c4ccccc43)c2=O)c1 | -0.7% | -2% | -2% | 3%[10.9 µM]
CC(C)(C)c1ccc(C(=O)NCC(c2ccc(Cl)cc2)N2CCOCC2)cc1 (stereo unspecified) | -1.0% | 17% | ? | -6%[10.9 µM]
COc1ccc(CCNc2ncnc3c2cnn3-c2ccc(C)c(Cl)c2)cc1 | ? | -15% | -26% | 25%[10.9 µM]
O=C1CC(c2ccc3c(c2)OCO3)CN1 (stereo unspecified) | 1.7% | 9% | 13% | 2%
